TcdB inh – TcdB glycohydrolase inhibitors, primary screen, biochemical, single point, plate reader; 0.24% of 350,000 active; AID 652162, 2013; inhibition, % at 9.99 µM; TcdB glycohydrolase enzymatic assay; Toxin B (Clostridioides difficile), P18177; in the data active = inhibition above about 10%
* marks the source's active call; other numbers are inactive results.

SMILES	TcdB inh
C[C@H]1CN([C@@H](C)CO)C(=O)c2cc(-c3ccc(F)cc3)cnc2O[C@H]1CN(C)C(=O)Cc1ccccn1	0.2
C[C@@H]1CN([C@@H](C)CO)C(=O)c2cc(NS(=O)(=O)c3cn(C)cn3)ccc2O[C@@H](C)CCCCO[C@@H]1CN(C)C(=O)CCCN(C)C	-4.9
CCCC#Cc1ccc2c(c1)O[C@@H](CN(C)C(=O)c1ccccn1)[C@H](C)CN([C@H](C)CO)S2(=O)=O	-2.8
O=C([C@H]1[C@H](CO)[C@H]2Cn3c(cccc3=O)[C@@H]1N2C(=O)c1ccccc1)N1CCCCC1	0.9
N#C[C@H]1[C@H](c2ccccc2)[C@@H](CO)N1C(=O)c1ccc2c(c1)OCO2	0.9
CNC[C@@H]1Oc2ccc(NS(=O)(=O)c3ccc(C)cc3)cc2CC(=O)N([C@H](C)CO)C[C@H]1C	-0.5
CO[C@@H]1CN(C)C(=O)c2ccc(NC(C)=O)cc2OC[C@@H](C)N(CCc2ccccc2)C[C@H]1C	1.1
C[C@H](CO)N1C[C@H](C)[C@H](CN(C)Cc2ccc(C(=O)O)cc2)Oc2ccc(NS(=O)(=O)c3cccs3)cc2CC1=O	0.8
C[C@H](CO)N1C[C@H](C)[C@H](CN(C)Cc2cccc3c2OCCCO3)OCc2ccccc2-c2c(n(C)c3ccccc23)C1=O	-8.5
C[C@@H]1CCCCO[C@@H](CN(C)C(=O)Nc2ccccc2)[C@@H](C)CN([C@@H](C)CO)C(=O)c2cc(NS(=O)(=O)c3ccc(F)cc3)ccc2O1	-0.5
O=C(C[C@H]1C=C[C@H](NC(=O)c2ccncc2)[C@H](CO)O1)Nc1ccccc1	-0.2
CC(=O)N(C)C[C@@H]1Oc2cc(-c3ccncc3)ccc2S(=O)(=O)N([C@@H](C)CO)C[C@@H]1C	0.5
COc1ccc(-c2cnc3c(c2)C(=O)N([C@@H](C)CO)C[C@H](C)[C@@H](CN(C)C(=O)C2CCCCC2)O3)cc1	-1.7
CC(C)NC(=O)Nc1ccc2c(c1)CC(=O)N([C@@H](C)CO)C[C@H](C)[C@@H](CN(C)C(=O)Nc1cccc3ccccc13)O2	-0.3
C[C@H]1CN([C@@H](C)CO)C(=O)c2cccc(NC(=O)c3nc4ccccc4s3)c2O[C@H]1CN(C)Cc1ccncc1	-0.1
O=C(N[C@H]1CC[C@H](CCNS(=O)(=O)c2cccc(Cl)c2)O[C@H]1CO)c1ccncc1	-0.9
O=C(C1CCCC1)N1C[C@H]2[C@@H](c3ccccc31)[C@@H](CO)N2C(=O)c1ccccc1	-2.2
CC(=O)N(C)C[C@H]1Oc2ncc(-c3cncnc3)cc2C(=O)N([C@H](C)CO)C[C@H]1C	1.2
COc1ccc(S(=O)(=O)Nc2ccc3c(c2)C(=O)N([C@@H](C)CO)C[C@@H](C)[C@@H](CN(C)C)OCCCC[C@@H](C)O3)cc1	-0.3
CO[C@@H]1CN(C)C(=O)c2ccc(NC(=O)C3CCC3)cc2OC[C@@H](C)NC[C@H]1C	0.6
COc1ccc(NC(=O)N(C)C[C@H]2Oc3ccc(NC(=O)CCCN(C)C)cc3C(=O)N([C@@H](C)CO)C[C@H]2C)cc1	-0.7
COc1ccc(S(=O)(=O)Nc2ccc3c(c2)C(=O)N([C@@H](C)CO)C[C@@H](C)[C@@H](CN(C)Cc2ccc(Cl)c(Cl)c2)O3)cc1	-0.2
C[C@H](CO)N1C[C@H](C)[C@@H](CN(C)C(=O)Cc2ccccc2)OCCCC[C@H](C)Oc2ccc(NC(=O)Nc3ccc4c(c3)OCO4)cc2C1=O	-0.7
COc1ccc(S(=O)(=O)N(C)C[C@H]2Oc3ccc(NC(=O)Cc4ccccc4)cc3CC(=O)N([C@H](C)CO)C[C@H]2C)cc1	1.4
COc1ccc(S(=O)(=O)Nc2ccc3c(c2)C(=O)N([C@H](C)CO)C[C@H](C)[C@@H](CN(C)S(=O)(=O)c2ccc(Cl)cc2)OCCCC[C@@H](C)O3)cc1	-1.1
Remaining list, next part
SMILES	TcdB inh
COc1ccc2c3c([nH]c2c1)[C@@H](CO)N(Cc1cccnc1)CC31CCN(C(=O)c2cccnc2)CC1	0.2
CCNC(=O)c1cc2c(c(-c3cccc(-c4cccc(OC)c4)c3)n1)[C@@H](CCO)N([S@](=O)C(C)(C)C)C2	1.1
CCNC(=O)[C@@H]1[C@@H](CO)[C@@H]2Cn3c(ccc(-c4ccc(OC)cc4)c3=O)[C@@H]2N1Cc1nccs1	0.5
CC(C)CC#Cc1ccc2c(c1)O[C@H](CN(C)C(=O)Nc1ccccc1F)[C@@H](C)CN([C@H](C)CO)S2(=O)=O	-0.6
C[C@H]1CN([C@@H](C)CO)S(=O)(=O)c2ccc(C3=CCCCC3)cc2O[C@H]1CN(C)Cc1ccccc1	1.4
O=C1CNC[C@@H]2[C@@H](c3ccc(C#CC4CCCCC4)cc3)[C@H](CO)N12	1.1
COc1cccc(NC(=O)N(C)C[C@H]2Oc3ncc(C#Cc4cccnc4)cc3C(=O)N([C@@H](C)CO)C[C@@H]2C)c1	-1.0
CC(C)NC(=O)N1[C@@H]2CN(C(=O)Nc3ccc(F)cc3)c3ccccc3[C@@H]2[C@@H]1CO	-0.2
CO[C@H]1CN(C)C(=O)c2cc(NC(=O)c3ccccc3F)ccc2OC[C@H](C)N(CC2CCOCC2)C[C@@H]1C	-2.6
COc1ccc(NC(=O)Nc2cccc3c2O[C@@H](CN(C)C)[C@H](C)CN([C@H](C)CO)C3=O)cc1	-0.8
C[C@H]1CN([C@@H](C)CO)C(=O)c2cc(NC(=O)Nc3ccccc3)ccc2O[C@@H]1CN(C)C(=O)Nc1ccccc1	0.4
C[C@H](CO)N1C[C@H](C)[C@@H](CN(C)C(=O)Nc2ccc(F)cc2)Oc2ccc(NS(=O)(=O)c3ccc(Cl)cc3)cc2C1=O	-0.3
Cc1ccc(NC(=O)C[C@H]2CC[C@H]3[C@@H](COc4ccc(NS(C)(=O)=O)cc4C(=O)N3C)O2)cc1	-0.4
Cc1ccccc1S(=O)(=O)N[C@@H]1CC[C@@H](CCn2cc(Cc3ccccc3)nn2)O[C@@H]1CO	1.3
CS(=O)(=O)N1CC(=O)N2[C@H](C1)[C@H](c1ccc(C#Cc3ccccc3)cc1)[C@@H]2CO	0.2
C[C@@H]1CN([C@H](C)CO)C(=O)c2cc(NC(=O)c3ccncc3)ccc2O[C@H]1CN(C)Cc1ccccc1	-1.1
CCNC(=O)C[C@H]1CC[C@H]2[C@@H](COC[C@@H](O)CN2C(=O)CC)O1	0.3
CCC(=O)N1CC[C@@H]2[C@@H](CO)N(C)c3ccc(-c4cccc(OC)c4)cc3[C@@H]21	6.1
C[C@@H]1CN([C@@H](C)CO)C(=O)c2cc(NC(=O)C3CCCCC3)ccc2O[C@H]1CN(C)Cc1ccc(Cl)c(Cl)c1	1.1
CC=Cc1ccc2n(c1=O)C[C@H]1[C@H](CO)[C@@H](C(=O)NCCC)N(C(=O)CC3CC3)[C@@H]21 (mixture of isomers)	-0.5
COc1ccc(S(=O)(=O)N[C@@H]2CC[C@H](CCNC(=O)Cc3ccccn3)O[C@H]2CO)cc1	-0.1
Cc1ccc(S(=O)(=O)N(C)C[C@@H]2Oc3c(NC(=O)c4nc5ccccc5s4)cccc3C(=O)N([C@@H](C)CO)C[C@H]2C)cc1	0.2
C[C@@H]1CCCCO[C@@H](CN(C)Cc2ccncc2)[C@H](C)CN([C@H](C)CO)C(=O)c2cc(NS(=O)(=O)c3ccc(F)cc3)ccc2O1	-0.4
COC(=O)[C@@H]1[C@@H](CO)[C@@H]2Cn3c(ccc(-c4ccccc4)c3=O)[C@@H]2N1C(=O)C1CC1	-0.7
C[C@@H]1CN([C@H](C)CO)C(=O)c2cc(Br)cnc2O[C@@H]1CN(C)Cc1cccc(F)c1	0.0
Next part
SMILES	TcdB inh
O=C(Cc1ccccc1)N1CC2(C1)[C@@H](c1ccccc1)[C@@H](CO)N2C(=O)Cc1ccccc1	1.2
Cc1ccc(S(=O)(=O)N(C)C[C@@H]2Oc3cc(C4=CCCC4)ccc3S(=O)(=O)N([C@H](C)CO)C[C@@H]2C)cc1	-1.8
CO[C@@H]1CN(C)C(=O)c2ccc(NS(=O)(=O)c3cccc(F)c3)cc2OC[C@H](C)N(Cc2cc(F)ccc2F)C[C@@H]1C	0.2
C[C@H](CO)N1C[C@H](C)[C@@H](CN(C)C(=O)c2ccncc2)OCCCC[C@H](C)Oc2ccc(NC(=O)Cc3ccccc3)cc2C1=O	-0.4
C[C@@H]1CN([C@@H](C)CO)S(=O)(=O)c2ccc(C#CC3CC3)cc2O[C@@H]1CN(C)C(=O)c1cccc(F)c1	0.6
CO[C@@H]1CN(C)C(=O)c2ccc(NC(=O)c3cnccn3)cc2OC[C@H](C)N(C(=O)C2CC2)C[C@H]1C	1.1
C[C@H](CO)N1C[C@H](C)[C@@H](CN(C)Cc2ccc(Oc3ccccc3)cc2)Oc2ccc(NS(=O)(=O)c3cccs3)cc2CC1=O	0.8
C[C@H](CO)N1C[C@H](C)[C@H](CN(C)C(=O)NC2CCCC2)Oc2ncc(/C=C/c3ccccc3)cc2C1=O	1.4
O=C(C[C@H]1C[C@@H]2c3cc(NC(=O)NC4CCCC4)ccc3O[C@@H]2[C@@H](CO)O1)NCc1ccc(-c2ccccc2)cc1	0.0
COc1ccc2c3c([nH]c2c1)[C@@H](CO)N(Cc1nccs1)CC31CN(Cc2cccnc2)C1	-0.9
O=C(C[C@@H]1CC[C@@H]2[C@H](COC[C@@H](O)CN2CC2CCCC2)O1)NCC1CC1	-1.0
CO[C@H]1CN(C)C(=O)c2ccc(NS(C)(=O)=O)cc2OC[C@@H](C)N(CC2CC2)C[C@H]1C	-0.1
C[C@@H]1CCCCO[C@@H](CN(C)Cc2ccc(C(=O)O)cc2)[C@H](C)CN([C@@H](C)CO)C(=O)c2cc(NC(=O)CCCN(C)C)ccc2O1	1.2
O=C(Nc1cccc(Cl)c1)N[C@@H]1CC[C@@H](CCNC(=O)C2CCCC2)O[C@@H]1CO	-7.0
O=C(C[C@H]1C[C@@H]2c3cc(NC(=O)Nc4ccccc4F)ccc3O[C@@H]2[C@@H](CO)O1)NCc1ccc(Oc2ccccc2)cc1	2.4
C[C@H](CO)N1C[C@H](C)[C@H](CN(C)Cc2ccncc2)OCCCC[C@H](C)Oc2ccc(NC(=O)NC3CCCCC3)cc2C1=O	0.1
N#Cc1cccc(-c2ccc([C@@H]3[C@H](CO)N4CCCCN(C(=O)Cc5cccnc5)C[C@@H]34)cc2)c1	0.4
CC(C)NC(=O)Nc1ccc2c(c1)CC(=O)N([C@H](C)CO)C[C@H](C)[C@@H](CN(C)Cc1ccc(Cl)c(Cl)c1)O2	-3.7
COc1ccc(S(=O)(=O)Nc2ccc3c(c2)CC(=O)N([C@H](C)CO)C[C@@H](C)[C@@H](CN(C)S(=O)(=O)c2ccc(C)cc2)O3)cc1	-1.0
C[C@@H]1CN([C@@H](C)CO)C(=O)c2cccc(NC(=O)C3CC3)c2O[C@@H]1CN(C)Cc1ccncc1	-2.8
COC(=O)[C@@H]1[C@@H](CO)[C@@H]2Cn3c(ccc(-c4cccc(F)c4)c3=O)[C@H]1N2Cc1ccncc1	0.4
O=C(C[C@H]1CC[C@@H]2NC[C@@H](O)COC[C@H]2O1)NCCc1ccccc1	-0.2
C[C@H]1CN([C@@H](C)CO)S(=O)(=O)c2ccc(-c3cncnc3)cc2O[C@H]1CN(C)C(=O)CN(C)C	0.0
C[C@H]1CN([C@@H](C)CO)S(=O)(=O)c2ccc(C#Cc3ccccc3)cc2O[C@H]1CN(C)S(=O)(=O)c1ccccc1F	-1.6
COc1ccccc1S(=O)(=O)N[C@H]1CC[C@H](CCNC(=O)C2CCOCC2)O[C@H]1CO	-0.1
The list continues:
SMILES	TcdB inh
C[C@@H]1CN([C@@H](C)CO)S(=O)(=O)c2ccc(C#CC(C)(C)O)cc2O[C@@H]1CN(C)Cc1ccc(-c2ccccc2)cc1	-0.4
COc1cccc(S(=O)(=O)Nc2ccc3c(c2)C(=O)N(C)C[C@@H](OC)[C@H](C)CN[C@H](C)CO3)c1	0.6
COc1ccc2c3c(n(C)c2c1)[C@@H](CO)N(C(=O)Nc1cccc(F)c1)CC31CN(C)C1	0.7
COc1ccc(C#Cc2ccc3c(c2)O[C@@H](CN(C)C)[C@H](C)CN([C@H](C)CO)S3(=O)=O)cc1	-8.4
CC(C)NC(=O)Nc1ccc2c(c1)C(=O)N([C@@H](C)CO)C[C@@H](C)[C@@H](CN(C)Cc1ccc(Cl)c(Cl)c1)OCCCC[C@@H](C)O2	-0.4
COc1cccc(CNC(=O)C[C@H]2CC[C@H]3[C@H](COc4ccc(NC(=O)c5cccs5)cc4C(=O)N3C)O2)c1	0.3

Assay outcomes: PubChem BioAssay, Broad Institute

Not all compounds are listed; the hit share may differ from the screen's.
